# TWEAK-Fn14 inh: TWEAK-Fn14 signaling inhibition | TWEAK-stimulated Fn14 reporter cells, luciferase luminescence, 8 h | inhibition, % at 10 µM | 2% of 360,000 active | AID 1159606; in the data active = inhibition above about 50%
# LMP1 NFkB inh: inhibitors of Epstein-Barr LMP1-induced NF-kappaB reporter. inhibition, % at 12.5 µM. AID 504558. LMP1-induced NF-kappaB luciferase reporter cells, luminescence. 0.69% of 350,000 active; in the data active = inhibition above about 41%;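 note: 0% = neutral control wells and 100% = reference inhibitor control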
# C8 TRAIL sens: sensitizes caspase-8 expressing cells to TRAIL. NB7+C8 cells + TRAIL, ATPlite viability luminescence. inhibition (viability loss, TRAIL sensitization), % at 10 µM. 1% of 360,000 active;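 active = compounds causing at least 50% loss of cell viability in the single-dose screen, relative to plate controls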
# TLR9-MyD88 block: inhibitors of human TLR9-MyD88 binding; Q9NR96+Q99836; CHO BLA complementation TLR9-MyD88, CCF4 FRET ratio; inhibition, % at 4.98 µM; 0.21% of 340,000 active;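 active = inhibition above the mean over all tested compounds plus 3 SD, cut at about 21% in these data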;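 note: 0% = DMSO only wells and 100% = clavulanate BLA inhibitor control wells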
# COUP-TFII inh: NR2F2 (human) inhibition, primary screen. P24468. HEK293T NGFI-A luciferase reporter, luminescence. inhibition, % at 8.6 µM. 0.7% of 370,000 active. AID 686940;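 active = inhibition above a per-plate cutoff, mean inhibition of test wells between control levels plus 3 SD, cut at about 38% in these data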;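 note: cells cotransfected with COUP-TFII expression vector driving the NGFI-A reporter; 0% = median of COUP-TF2 test wells and 100% = reporter-only cells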
# Target sequence (P24468 whole entry, looked up): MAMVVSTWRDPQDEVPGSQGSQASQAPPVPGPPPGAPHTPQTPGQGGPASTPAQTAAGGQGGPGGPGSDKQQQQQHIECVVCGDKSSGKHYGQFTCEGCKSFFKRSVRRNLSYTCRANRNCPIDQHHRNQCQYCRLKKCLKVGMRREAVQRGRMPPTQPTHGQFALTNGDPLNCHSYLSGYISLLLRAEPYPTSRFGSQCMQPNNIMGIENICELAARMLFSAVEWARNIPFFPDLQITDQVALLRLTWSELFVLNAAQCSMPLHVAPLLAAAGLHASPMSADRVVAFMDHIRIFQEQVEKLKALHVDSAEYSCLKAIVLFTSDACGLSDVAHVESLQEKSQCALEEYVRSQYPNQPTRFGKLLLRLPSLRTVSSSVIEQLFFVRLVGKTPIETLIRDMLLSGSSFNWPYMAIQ
# SRC3 inh: inhibitors of human steroid receptor coactivator 3 (SRC3); inhibition, % at 3.6 µM; 0.17% of 360,000 active; Q9Y6Q9; HEK293 GAL4-SRC3 luciferase reporter, luminescence;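 active = inhibition above a per-campaign cutoff, the mean of all compounds plus 3 SD, cut at about 60% in these data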;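 note: 0% = DMSO-treated cells and 100% = gossypol-treated cells at 36 µM; higher means less SRC3-driven luciferase light from the GAL4 reporter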
# NOD2 RIPK2 PPI: inhibitors of human NOD2-RIPK2 interaction | 0.38% of 360,000 active | inhibition, % at 4.98 µM | CHO BLA complementation NOD2-RIPK2, CCF4 ratio; in the data active = inhibition above about 21%;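 note: 0% = vehicle only and 100% = reference blocker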
# Target sequence (O43353 whole entry, looked up): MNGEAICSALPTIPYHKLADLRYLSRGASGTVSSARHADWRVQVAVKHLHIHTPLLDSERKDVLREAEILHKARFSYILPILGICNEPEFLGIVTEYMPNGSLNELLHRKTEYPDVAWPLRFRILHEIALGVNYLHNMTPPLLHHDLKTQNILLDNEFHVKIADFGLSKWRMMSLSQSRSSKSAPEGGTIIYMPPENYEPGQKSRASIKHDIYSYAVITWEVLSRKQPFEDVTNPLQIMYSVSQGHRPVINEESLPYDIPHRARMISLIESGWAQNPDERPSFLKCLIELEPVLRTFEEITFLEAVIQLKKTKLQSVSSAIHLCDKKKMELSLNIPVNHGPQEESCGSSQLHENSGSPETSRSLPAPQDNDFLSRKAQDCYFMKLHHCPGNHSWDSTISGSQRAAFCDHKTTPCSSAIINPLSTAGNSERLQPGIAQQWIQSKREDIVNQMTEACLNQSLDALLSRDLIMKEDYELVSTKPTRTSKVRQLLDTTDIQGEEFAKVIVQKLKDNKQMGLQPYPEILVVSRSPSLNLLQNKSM
# TROY signal inh: blocks TROY-dependent signaling in reporter cells; AID 1347056; 0.98% of 360,000 active; Q293 LMP1-TROYcd NF-kB luciferase reporter, 4 h; inhibition, % at 10 µM;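 active = compounds whose plate-normalised and pattern-corrected inhibition of the luciferase reporter signal at the single screening dose is 50% or more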
# NR5A2 inv ag: suppresses constitutive activity of human LRH-1; O00482; AID 602396; HEK293T StAR-luciferase reporter, LRH-1 transfected, 24 h; inhibition, % at 3.6 µM; 0.13% of 360,000 active;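 active = inhibition above the mean inhibition of all tested compounds plus 3 SD, cut at about 73% in these data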;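 note: 0% = DMSO wells and 100% = reporter-only cells lacking LRH-1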
# NCOA2 inhibitor: human SRC2 (NCOA2) inhibition; Q15596; HEK293 GAL4-SRC2 luciferase reporter, luminescence; inhibition, % at 9 µM; 0.17% of 370,000 active;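 active = inhibition above the mean inhibition of all tested compounds plus 3 SD, set per campaign, cut at about 52% in these data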;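 note: 0% = DMSO treated cells and 100% = cells given Gossypol at 36 µM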
# SRC1 inh: inhibits human SRC1 coactivator | Q15788 | HEK293 GAL4-SRC1 luciferase reporter, luminescence | inhibition, % at 3.6 µM | 0.12% of 360,000 active | AID 588354;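 active = inhibition above the campaign mean plus 3 SD, with each screening campaign given its own cutoff, cut at about 60% in these data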;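 note: 0% = DMSO treated cells and 100% = gossypol at 36 µM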
# Numbers without * were called inactive; x = not tested or not shown.
SMILES	SRC1 inh	TROY signal inh	NR5A2 inv ag	SRC3 inh	COUP-TFII inh	TLR9-MyD88 block	LMP1 NFkB inh	TWEAK-Fn14 inh	C8 TRAIL sens	NOD2 RIPK2 PPI	NCOA2 inhibitor
COCCC(=O)N1CCC(Oc2ccc(C(=O)N3C[C@@H]4CCC[C@H]3C4)cc2)CC1	4.0	-8.6	13.8	3.2	6.3	8.9	1.9	-4.3	16.7	-12.4	-12.4
COc1ccc(-c2cc(-c3ccccc3)nc(Cl)n2)cc1OC	-21.4	7.4	18.3	-29.1	11.0	7.1	12.1	2.8	8.8	-7.6	-7.4
COc1ccc(CC2(CO)CCN(C(C)Cc3ccc(Cl)cc3)CC2)cc1 (stereo not drawn)	1.5	-6.2	19.8	5.1	14.4	-6.3	8.2	6.4	3.1	-4.7	-9.3
CCOc1ccc(NC(=O)C2CCC(C)(C(=O)O)C2(C)C)cc1 (stereo not drawn)	-5.3	-12.6	-0.7	11.9	-0.6	1.6	5.7	-2.0	-2.4	0.4	-11.0
CCCCn1nc2cc(C(=O)NCCCCc3ccccc3)ccc2c1OCC	1.3	14.5	-2.8	-5.3	11.7	-2.7	1.4	-22.6	10.1	4.2	22.2
O=C(OCc1ccccc1)N1CCC2CC1c1cc(-c3ccc4c(c3)OCO4)ccc12 (stereo not drawn)	3.4	-43.6	11.9	-23.4	-13.3	-3.9	-19.7	-16.9	-6.7	-6.4	9.1
Cc1nc(N)sc1-c1csc(Nc2ncccn2)n1	-208.1	33.2	-114.9	-57.1	-60.1	6.6	6.3	50.3*	23.5	-12.8	-47.6
Cc1onc(-c2c(Cl)cccc2Cl)c1/C(N)=N/OC(=O)C1CC1	5.5	-11.7	8.5	-0.1	-20.4	-2.9	-8.8	-5.0	-37.4	-16.2	-6.5
COc1ccc(F)cc1-c1cc(C(=O)N2CCc3ccccc3C2)[nH]n1	-12.7	-56.7	-16.2	-9.0	-1.3	x	x	-10.9	-2.8	-1.1	17.9
Cc1c(C#N)c2ccccc2n1CC(=O)NCc1ccccc1	-39.6	21.3	-5.3	1.8	-2.5	-3.8	-1.4	2.1	-11.7	13.2	21.9
O=c1oc2cc(OCc3ccc(F)cc3F)ccc2cc1-c1ccccn1	-48.6	-48.0	5.2	-2.5	-10.9	0.0	-11.9	-32.3	-9.5	-4.6	-32.6
Nc1ccc2c(c1)C/C(=C/c1ccco1)C2=O	-42.0	-16.2	-37.3	-56.7	-18.0	23.6*	-10.1	23.1	41.3	13.3	-58.5
C/C(=N/NS(=O)(=O)c1ccc(Br)cc1)c1cccc(NC(=O)C2CC2)c1	-15.9	0.9	-10.4	-14.2	5.2	-2.7	0.4	-1.2	-2.8	-9.1	-5.8
Cc1ccsc1C(C(=O)NC(C)(C)C)N(Cc1ccco1)C(=O)c1csnn1 (stereo not drawn)	9.8	-8.4	20.7	-9.4	-8.2	-2.6	-3.5	4.5	2.6	-10.2	20.1
Cc1cc(C)cc(C(=O)Nc2ccncc2)c1	3.2	-1.9	9.0	-1.9	17.6	-2.5	8.5	15.7	-9.3	-13.3	-5.5
Cc1cc(CN(C)Cc2c(C(=O)N3CCCCCCC3)nc3ccc(Cl)cn23)n[nH]1	5.9	-8.3	-4.4	5.8	2.7	1.8	10.1	5.7	-8.1	-3.3	-32.5
COc1ccc(S(=O)(=O)N2CCC(C(=O)N3CCCCCC3)CC2)cc1	-4.5	-8.8	-9.0	-3.0	-6.0	4.1	1.0	-5.2	-8.9	-3.6	6.8
Cc1cc(=O)oc2cc(NC(=O)c3ccccc3OC(F)F)ccc12	-49.4	-30.6	-23.1	-77.4	-23.3	4.7	-30.8	-5.0	6.4	-4.4	-34.5
COc1ccc(-c2cc(C(=O)N3CCCC(C(F)(F)F)C3)c3ccccc3n2)cc1OC (stereo not drawn)	-5.5	-12.0	-2.3	0.9	-5.0	-0.5	6.2	-2.6	-9.9	-4.4	-12.7
O=C(Nc1nnc(-c2ccccc2Cl)o1)c1ccco1	-57.3	-29.4	-19.7	-16.0	-5.3	4.0	5.2	-10.3	44.7	-2.7	-38.1
CC1CCN(CC(=O)Nc2ccc(S(=O)(=O)N3CCC(C)CC3)cc2)CC1	-3.1	6.9	5.0	-16.6	8.8	7.3	7.1	12.7	6.2	-11.3	5.2
O=C(C1CCCCC1)N1CCC(CO)(Cc2ccccc2Cl)CC1	2.6	20.2	-1.6	20.2	6.3	-6.6	-2.1	-5.3	-8.3	-9.2	-0.5
CCCCN(C=O)c1c(CC)nc2ccc(C(=O)NCCc3c[nH]c4ccccc34)cn12	-18.7	2.7	2.1	-6.8	-7.6	x	x	-31.6	2.5	0.0	-16.3
Cc1ccc2c(c1)N(Cc1ccc([N+](=O)[O-])cc1)C=NS2(=O)=O	9.2	-6.5	3.6	-5.7	-2.4	3.7	7.6	-11.7	13.4	-6.3	-17.5
Cc1ccc(S(=O)(=O)NNc2ccccc2)cc1	10.8	-7.4	-1.1	-17.9	x	0.9	3.9	-3.9	-2.3	-2.8	x
Cn1nnnc1SCC(=O)N1N=C(c2ccc(Cl)cc2)CC1c1ccco1 (stereo not drawn)	2.0	-11.7	-10.7	16.4	9.7	4.9	4.0	10.5	11.1	4.8	0.1
CCOC(=O)C1CCCN(C(=O)c2cccc(S(=O)(=O)N3CCOCC3)c2)C1 (stereo not drawn)	4.1	12.8	8.6	11.0	-15.0	5.8	-0.6	2.5	3.0	-2.1	5.2
COC(=O)[C@H](C)N1C/C=C\COc2c(Cl)cc(Cl)cc2S1(=O)=O	1.0	-26.2	-7.4	9.4	0.2	-0.6	-1.9	4.9	-10.2	6.8	5.6
O=C(CCNC(=O)c1ccc(Cl)cc1)NCc1ccccc1Cl	-0.7	-8.4	11.0	-13.1	-3.6	9.3	2.8	8.6	-3.0	-2.4	-9.7
Cc1[nH]c2ccc(Br)cc2c(=O)c1CN1CCCCCC1	-9.8	25.8	-8.1	3.0	-1.3	-3.5	-12.9	5.2	15.7	-9.5	-22.0
O=C(c1ncn(Cc2ccccc2)c1C(=O)N1CCc2ccccc2C1)N1CCc2ccccc2C1	-6.1	-16.7	1.7	0.4	5.2	0.8	-5.8	-3.1	4.5	-8.2	6.0
COc1ccccc1NC(=O)CCC(=O)N/N=C(/C)c1ccc(C)cc1	5.3	-1.9	3.4	5.8	8.4	1.4	-2.7	-4.9	2.1	-3.6	-1.5
O=S(=O)(c1ccccc1)C1CON(Cc2ccccc2)C1c1ccccc1 (stereo not drawn)	-0.6	-11.3	1.1	14.7	1.7	-7.9	-6.1	-24.9	3.2	-2.5	-10.7
Cc1ccc(OCC(=O)NCCNC(=O)c2cnccn2)cc1	8.9	0.9	-0.7	-2.1	1.9	-0.3	1.2	-25.2	-3.0	6.5	-33.0
Cc1ccc(NC(=O)CN(C)S(=O)(=O)c2ccc3c(c2)c(=O)n(C)c(=O)n3C)cc1	-1.2	-3.2	-3.4	-6.2	-4.2	-0.2	-6.8	10.0	-2.0	-0.6	0.5
C=C(C)CSc1nncn1/N=C/c1ccc(OC)cc1	-62.0	-35.6	-49.5	-70.3	-19.4	-9.5	-39.5	-10.2	-0.4	-11.3	-15.3
COc1ccc(S(=O)(=O)N2CCOC2CNC(=O)C(=O)NCc2ccncc2)cc1C (stereo not drawn)	-3.8	4.2	1.7	8.0	6.7	-10.3	-9.4	0.6	4.8	-3.7	6.4
CN(C)S(=O)(=O)N1CCC(Oc2ccc(C(=O)N3CCCCCCC3)cc2)CC1	-44.9	-31.7	-19.2	-109.5	5.6	1.9	0.7	-19.6	3.8	0.5	10.0
Cc1ccc(C)c(N2CCN(S(=O)(=O)c3c(C(=O)N4CCCCC4)c(C)n(C)c3C)CC2)c1	-1.0	-23.3	-7.4	1.0	-3.5	-2.4	8.1	-17.6	-1.1	-8.7	-21.6
CCOc1cc(C(=O)OCC(=O)N(C)c2ccccc2)cc(OCC)c1OCC	-10.5	-6.0	2.5	-5.0	-2.4	-5.6	2.1	1.4	3.4	1.6	3.6
Cc1cc(=O)n2nc(N3CCCC(C(=O)NCc4ccccc4C)C3)sc2n1 (stereo not drawn)	-10.6	-3.8	0.1	-6.5	9.2	-10.0	-4.2	-6.5	1.2	1.3	5.1
CCn1nnc(NC(=O)COc2ccc(C3CCCCC3)cc2)n1	7.4	20.5	17.9	20.7	x	-1.8	-3.3	21.1	8.6	3.1	x
CC(=O)C1=CCC(c2ccccc2F)N(S(=O)(=O)c2ccc(C)cc2)C1 (stereo not drawn)	3.6	-6.4	4.6	13.4	-5.4	x	x	-13.3	0.0	-0.8	-38.0
CC1CC(C)CN(S(=O)(=O)c2ccc(C(=O)N(C)Cc3ccccc3)cc2)C1 (stereo not drawn)	-3.4	1.4	11.0	-12.7	2.9	-5.5	0.5	-7.4	-0.7	6.5	26.0
CCC1CCCCN1C(=O)CSc1nc2c(c(=O)n(C)c(=O)n2C)n1C (stereo not drawn)	-4.7	3.8	0.9	0.0	8.0	6.8	0.0	5.2	-4.6	4.3	3.3
Cc1ccccc1S(=O)(=O)N(C)C[C@@H]1OCc2ccccc2-c2c(n(C)c3ccccc23)C(=O)N([C@H](C)CO)C[C@@H]1C	18.9	17.7	21.4	-14.2	6.8	-11.9	3.6	17.8	6.3	-0.1	-10.5
Cc1[nH]c(=O)[nH]c(=O)c1C=CC(=O)NC(CO)CS(=O)Cc1ccccc1 (stereo not drawn)	-18.2	-7.9	8.1	4.1	9.2	0.9	-15.2	5.8	-8.6	4.4	-17.7
CCc1cc2c(cc3c(=O)n(CC(=O)N4CCN(C)CC4)ncn32)s1	9.1	-6.3	9.6	4.2	7.0	2.0	1.3	-6.4	6.4	1.4	-4.2
COc1ccc(NS(=O)(=O)c2csc(C(=O)N3CCCC3)c2)c(OC)c1	-9.8	4.3	16.7	11.7	9.2	4.3	4.9	-0.5	-0.1	-1.5	10.3
COc1ccccc1Oc1ccc(Oc2ccccc2OC)cc1	8.0	-10.3	-4.2	7.2	5.9	-11.2	0.2	-50.2	3.4	-4.4	2.0
CCOc1ccc(S(=O)(=O)N2CCCCC2)cc1NC(=O)Cc1ccsc1	1.9	33.3	0.7	3.4	-3.4	-17.2	27.9	31.6	18.9	-17.0	5.8
COc1ccc(NC(=O)COc2ccc(C(=O)OCC(=O)N(C(C)C)C(C)C)cc2OC)cc1	-1.5	-31.8	-0.1	12.8	-14.0	-6.5	-6.1	-20.5	3.0	1.7	-13.3
O=C(Nc1ccccc1)c1nc[nH]c1C(=O)NCCCCNC(=O)c1[nH]cnc1C(=O)Nc1ccccc1	-14.4	-3.2	19.8	-10.3	-2.8	-1.3	7.5	35.1	28.6	3.4	-4.7

# Bioassay records as filed in PubChem BioAssay.

# Only part of the results is shown, so the mix of outcomes need not match the whole.
